# Compound activity as filed in PubChem BioAssay.
# VEEV TC-83 Vero = inhibitors of VEEV TC-83 cytopathic effect, confirmation, Vero cells (AID 588727). Vero cells, VEEV TC-83 cytopathic effect inhibition; higher % means a stronger effect. inhibition, % at 20 µM, or IC50 in µM where a hit was titrated. 350,000 tested, 0.13% active; in the data active means a potency from the dose series; inconclusive means inhibition mostly from about 14% at the one dose, without a potency; inactive means the rest, 99 in 100 with inhibition below about 12%; further: strong numbers were not always called active
# H1N1 NS1A inhibition = H1N1 influenza NS1A inhibitors, functional cell based assay (AID 504329) | one-dose inhibition, % at 12.5 µM; IC50 in µM for titrated hits | 340,000 tested, 0.3% active | NS1A functional cell-based assay, percent inhibition; higher % means a stronger effect; in the data active means a potency from the dose series; inconclusive means inhibition above about 27% without an active follow-up result; further: strong numbers were not always called active
# M. tuberculosis = growth inhibition of non-replicating M. tuberculosis (AID 488890); Mycobacterium tuberculosis non-replicating, growth inhibition; higher % means a stronger effect; one-dose inhibition, % at 25 µM; IC50 in µM for titrated hits; 320,000 tested, 0.39% active; in the data active means a potency from the dose series; inconclusive means inhibition mostly from about 82% at the one dose, without a potency; inactive means the rest, 99 in 100 with inhibition below about 76%;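 further: plate controls were DMSO cells for no effect and high antibiotic wells for full effect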
# PhoP GFP inhibition = Inhibition of PhoP regulon, Salmonella typhi GFP reporter cells, confirmation, 4 h (AID 1850). Salmonella Typhi PhoP-promoter GFP reporter, fluorescence, 4 h; higher % means a stronger effect. inhibition, % at 50 µM; hits with a dose series show IC50 in µM. 310,000 tested, 0.33% active; in the data active means a potency from the dose series; inconclusive means inhibition mostly from about 25% at the one dose, without a potency; inactive means the rest, 99 in 100 with inhibition below about 19%;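 further: 0% = induced wells with vehicle and 100% = uninduced wells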
# M. tuberculosis HTS = M. tuberculosis growth inhibition, HTS (AID 449762); M. tuberculosis H37Rv growth inhibition, 7H9 media; higher % means a stronger effect; inhibition, % at 25 µM; hits with a dose series show IC50 in µM; 330,000 tested, 0.59% active; in the data active means a potency from the dose series; inconclusive means inhibition above about 70% without an active follow-up result;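 further: bacterial growth assessed after seven days of incubation; strong numbers were not always called active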
# VEEV TC-83 Vero 10K pilot screen = second read-out of VEEV TC-83 Vero, no call of its own (marks repeat the call); inhibition, %; measured here: 10K pilot screen inhibition
# * hit, by the source's call; i = inactive; u = inconclusive; x = no result given.
SMILES,VEEV TC-83 Vero,H1N1 NS1A inhibition,M. tuberculosis,PhoP GFP inhibition,M. tuberculosis HTS,others
CCN(Cc1ccc2c(c1)OCCO2)C(=O)CN1C(=O)NC2(CCCCC2)C1=O,2.1%,-3%,2%,x,-8%,
CCC(CC)C(=O)Nc1cccc(C(=O)Nc2ccc(S(=O)(=O)Nc3ccc(C)cc3)cc2)c1,i,2%,22%,-4%,15%,
CCCN1Cc2cccc(C(=O)NCc3ccc4c(c3)OCO4)c2C1=O,i,-2%,9%,7%,1%,VEEV TC-83 Vero 10K pilot screen=2.7
CC(=O)Nc1ccccc1NC(=O)CC(C)(C)C,i,-3%,-28%,10%,-10%,
CCOC(=O)c1ccc(Nc2nnc3nc(C)cc(C)n23)cc1,1.8%,-3%,13%,-13%,0%,
CC1(C)COC(c2coc3ccccc3c2=O)OC1,i,13%,43%,1%,-1%,
COc1ccccc1CCNC1CCC(C)CC1 (centres undefined),0.5%,-1%,1%,0%,-2%,
CC1(C)N(O)C2CCCCC2N1O (centres undefined),0.6%,-7%,5%,-4%,-3%,
COc1ccc(C2CC(c3ccc(OC)cc3)n3nc(N)nc3N2)cc1 (centres undefined),i,4%,8%,5%,-4%,
CC1CCCC(C)N1C(=O)COc1ccc(C(=O)N/N=C/c2ccc(C(=O)O)cc2)cc1 (centres undefined),0.6%,-14%,9%,-3%,-3%,
CC(=O)c1cccc(NC(=O)C2CCN(C(=O)c3cccs3)CC2)c1,3.7%,-11%,-3%,5%,4%,
Cc1ccc(S(=O)(=O)OCCC2=CC(=O)CCN2Cc2ccccc2)cc1,1.1%,3%,33%,x,-5%,

# A draw from above in order of number of heavy atoms, low to high.
SMILES,VEEV TC-83 Vero,H1N1 NS1A inhibition,M. tuberculosis,PhoP GFP inhibition,M. tuberculosis HTS,others
CC1(C)N(O)C2CCCCC2N1O (centres undefined),0.6%,-7%,5%,-4%,-3%,
COc1ccccc1CCNC1CCC(C)CC1 (centres undefined),0.5%,-1%,1%,0%,-2%,
CC(=O)c1cccc(NC(=O)C2CCN(C(=O)c3cccs3)CC2)c1,3.7%,-11%,-3%,5%,4%,
COc1ccc(C2CC(c3ccc(OC)cc3)n3nc(N)nc3N2)cc1 (centres undefined),i,4%,8%,5%,-4%,
Cc1ccc(S(=O)(=O)OCCC2=CC(=O)CCN2Cc2ccccc2)cc1,1.1%,3%,33%,x,-5%,
CC1CCCC(C)N1C(=O)COc1ccc(C(=O)N/N=C/c2ccc(C(=O)O)cc2)cc1 (centres undefined),0.6%,-14%,9%,-3%,-3%,

# Following part
SMILES,VEEV TC-83 Vero,H1N1 NS1A inhibition,M. tuberculosis,PhoP GFP inhibition,M. tuberculosis HTS,others
COc1ccc(-c2ccc(SCC(=O)NCC3CCCO3)nn2)cc1OC (centres undefined),0.7%,-1%,-5%,5%,-1%,
O=C(NCc1ccc(F)cc1)C1CCC(=O)N1C1CCCCC1 (centres undefined),0.4%,-4%,-21%,-7%,-7%,
CCC(C)C(NC(=O)c1ccc(Cl)cc1)C(=O)O (centres undefined),5.6%,1%,3%,-2%,-1%,
Cc1cc(C)n(-c2ccc(NC(=O)C3CCN(Cc4ccccn4)CC3)cc2)n1,i,-1%,-1%,-32%,11%,
N#CC1=C(N)Oc2cc(N)ccc2C1c1ccc(F)cc1 (centres undefined),1.5%,9%,22%,-4%,3%,
CN(Cc1ccccc1)C(=O)CN1CCN(S(=O)(=O)c2ccc(Cl)c(Cl)c2)CC1,4.5%,-8%,x,x,4%,
Cc1cc2oc(=O)cc(-c3cc4ccccc4o3)c2cc1OC(=O)N(C)C,2.1%,2%,3%,5%,8%,
CC(C)C(NC(=O)c1ccc(S(=O)(=O)N2CCOCC2)cc1)c1nc2ccccc2[nH]1 (centres undefined),3.0%,-1%,12%,-3%,-2%,
CCC(C)(C)NC(=O)C(OC(=O)c1ccco1)c1ccc(OC)cc1 (centres undefined),i,-4%,5%,1%,4%,
COc1ccc(C)cc1NC(=O)CSc1nnc(-c2cc(C)[nH]n2)n1N,1.8%,-1%,-4%,3%,0%,
CCCNC(=S)N1CCC(c2nc3cc(C)c(C)cc3[nH]2)CC1,i,1%,9%,-2%,4%,
COc1ccc(/C=C(\NC(=O)c2cccs2)C(=O)N2CCOCC2)cc1OC,0.7%,-7%,-6%,-6%,-2%,
COc1ccc(NC(=O)C2CCCC2)cc1S(=O)(=O)N1CCOCC1,1.9%,-15%,30%,x,6%,
CC1CCCC(C)N1CC(O)COCc1ccccc1F (centres undefined),0.2%,-2%,-8%,-9%,8%,
Cc1cc(-c2ccccc2)n[nH]1,1.0%,-6%,-9%,-2%,-6%,
N=C(N)c1ccc(Cl)cc1,0.5%,-1%,-2%,-8%,-5%,
CN(C(=O)CN1C(=O)C2C3CC(C(Br)C3Br)C2C1=O)C1CCCCC1 (centres undefined),0.6%,4%,-1%,4%,3%,
CC(Sc1ncnc2sc(-c3ccccc3)cc12)C(N)=O (centres undefined),4.2%,-11%,2%,-10%,3%,
O=C(Cn1nnc(-c2ccccc2)n1)OCc1csc(-c2ccccc2)n1,0.6%,5%,u,1%,2%,
Cn1c(CBr)c(C(=O)c2ccc([N+](=O)[O-])cc2)c(=O)n(C)c1=O,i,0%,0%,-4%,-2%,
CC(C(=O)Nc1ccc([N+](=O)[O-])cc1Cl)N1CCN(S(=O)(=O)c2cccs2)CC1 (centres undefined),1.3%,12%,26%,x,9%,
CC(C)(C)NC(=O)NC(=O)CSc1ncccn1,2.6%,-3%,-5%,-16%,5%,
O=C(NNC(=O)c1cccs1)c1ccccc1,1.4%,-11%,9%,-11%,3%,
Cc1csc(Nc2ccccc2C(F)(F)F)n1,5.2%,4%,16%,-4%,0%,
Cc1ccc(/C=N/NC(=O)Cn2cnc3c2c(=O)n(C)c(=O)n3C)s1,5.6%,-5%,-9%,4%,-8%,
CC(NC(=O)C1=CC=CN2CCS(=O)(=O)N=C12)c1ccc(Cl)cc1Cl (centres undefined),0.8%,-10%,-2%,x,-3%,
O=C(NCCNC(=O)c1ccc(Br)o1)c1cccnc1,0.9%,-13%,-14%,-11%,10%,
O=C(O)CCc1nn2cnc3sc4c(c3c2nc1=O)CCCC4,2.1%,23%,-12%,-2%,-7%,
O=C(Nc1ccccc1)C1=C[C@H](c2ccc3c(c2)OCO3)C[C@H](OCc2ccc(CO)cc2)O1,1.3%,11%,2%,-9%,11%,
CN(CC(=O)Nc1ccccc1Cl)C(=O)CSc1nnc(N)s1,i,-5%,4%,3%,3%,
CCC(=O)N(Cc1cc2ccccc2[nH]c1=O)c1ccccc1OC,0.5%,1%,5%,2%,-1%,
O=C(c1ccc(Cl)cc1)N(Cc1cccs1)C1CCS(=O)(=O)C1 (centres undefined),0.8%,-3%,-12%,3%,-4%,
O=C(NCC(c1ccco1)N1CCN(c2ccccc2F)CC1)c1cccs1 (centres undefined),5.9%,0%,21%,2%,7%,
CCSc1nnc(NC(=O)CSc2nccn2-c2cc(C)cc(C)c2)s1,x,x,76%,-13%,19%,
COc1ccccc1NC(=O)c1c(C)nc2ccccc2c1C(=O)O,0.8%,-6%,7%,0%,11%,
CC(=O)Nc1ccc(NC(=O)CSc2nnnn2-c2ccc3c(c2)OCCO3)cc1,1.1%,6%,3%,0%,10%,
CSC(=NC#N)N1CCN(C(=NC#N)SC)CC1,0.7%,-3%,9%,2%,3%,
Cn1c(-c2sc3cc(C(F)(F)F)cnc3c2-c2ccccn2)n[nH]c1=S,0.4%,x,10%,-18%,-3%,
CCCCCC(=O)Nc1sc(C)c(C)c1C#N,0.3%,-4%,-16%,-15%,-10%,
O=C1N(CN2CCC3(CC2)OCCO3)c2ccccc2C12OCCCO2,3.7%,-2%,-9%,2%,-2%,
CCOc1ccccc1Oc1coc2cc(OCC(=O)O)ccc2c1=O,0.4%,-15%,-6%,10%,9%,VEEV TC-83 Vero 10K pilot screen=2.4
Nc1nc(Br)c2c(F)cccc2c1-c1ccc(F)cc1,1.7%,-5%,7%,-7%,-5%,
Cc1noc(C)c1COc1cccc(C(=O)Nc2ccc(C#N)cc2)c1,5.6%,-4%,16%,-5%,14%,
O=C1CS(=O)(=O)N(Cc2cccc(F)c2)c2ccc(Br)cc21,1.9%,7%,34%,x,-7%,
O=C(OCc1cc(Cl)cc2c1OCOC2)c1cccnc1Cl,1.6%,-5%,x,x,3%,
O=c1[nH]nc(SCc2nc3ccccc3s2)n1C1CC1,0.4%,-4%,13%,-1%,1%,
COC(=O)CN1C(=S)N(c2ccc(F)cc2)C(=O)C1CC(=O)Nc1ccccc1 (centres undefined),0.6%,-2%,13%,-3%,5%,
COc1cccc(-c2cc(C(=O)N3C(C)CCCC3C)no2)c1 (centres undefined),1.5%,3%,21%,-6%,34%,
C=CCOc1ccc(C(=O)O)cc1Cl,i,14%,7%,-8%,0%,VEEV TC-83 Vero 10K pilot screen=0.4
CCOC(=O)C1(Cc2cccc(OC)c2)CCN(Cc2cccc(OC)c2O)CC1,i,-4%,16%,-24%,15%,
CCC(=O)NC(=S)Nc1ccc(NC(=O)c2cc3ccccc3o2)c(OC)c1,0.7%,x,14%,4%,-4%,
CC(C)(C)OC(=O)C[C@H]1C/C=C\C[C@@H](CC(=O)N(CCO)Cc2ccccc2)C(=O)N2CCC[C@H]2COC1=O,5.4%,19%,17%,x,-6%,
CCOC(=O)CCC(=O)c1c(C)oc2ccc(OC)cc12,0.6%,0%,-15%,-1%,-3%,
O=C(CN1C(=O)/C(=C/c2ccco2)SC1=S)NC1CCS(=O)(=O)C1 (centres undefined),0.2%,17%,0%,-29%,2%,
c1csc(Cc2nc(-c3ccc(-n4cccc4)cc3)no2)c1,1.1%,24%,x,x,-4%,
c1ccc(Cc2nn3c(COc4ccccc4)nnc3s2)cc1,0.1%,-5%,42%,5%,-2%,
COc1ccc(N2CCN(CCCNC(=S)Nc3c(C)cccc3C)CC2)cc1,i,9%,15%,4%,-6%,
CCOC(=O)c1c(-c2cccs2)csc1NC(=O)c1ccco1,1.4%,-5%,22%,0%,-7%,
CCOC(=O)c1cc(-c2ccccc2C)n(CC2CC(c3cccc([N+](=O)[O-])c3)=NO2)n1 (centres undefined),1.1%,0%,5%,6%,5%,
CCc1ccccc1NC(=O)C1CCN(c2cnccn2)CC1,0.1%,6%,-9%,5%,-3%,
# Remaining list, next part.
SMILES,VEEV TC-83 Vero,H1N1 NS1A inhibition,M. tuberculosis,PhoP GFP inhibition,M. tuberculosis HTS,others
O=C(Nc1ccc(S(=O)(=O)Nc2nccs2)cc1)c1ccc(=O)[nH]c1,0.8%,0%,0%,-5%,-4%,
CCOC(=O)c1ccc(NC(=S)Nc2cccc(N)n2)cc1,11%,3%,61%,0%,u,
Cc1ccc(NC(=O)Nc2cnccn2)cc1C,4.4%,-20%,8%,6%,4%,
O=c1oc(-c2ccccc2)nc2sc3c(c12)CCC3,3.1%,-2%,77%,-5%,37%,
COC[C@H]1OC(=O)c2coc3c2[C@@]1(C)C1=C(C3=O)[C@@H]2CCC(=O)[C@@]2(C)C[C@H]1OC(C)=O,i,2%,x,x,x,
COc1ccc(NC(=O)CCCN2C(=O)C3CC=CCC3C2=O)cc1 (centres undefined),1.7%,-6%,-13%,-16%,33%,
Cc1ccc(NC(=O)CCC(=O)NNC(=O)c2ccccc2)c(C)c1,0.8%,-7%,-10%,2%,-2%,VEEV TC-83 Vero 10K pilot screen=1.5
O=C(OCC(=O)N1CCCc2ccccc21)c1ccc(Cl)nc1,1.0%,0%,79%,4%,-3%,
CCCN(CC1CC1)C(=S)NC(=O)c1cc(Br)ccc1Cl,0.6%,4%,x,x,x,
COc1ccc2oc(C(=O)OCC(=O)Nc3ccccc3)c(C)c2c1,2.7%,-4%,16%,-1%,-12%,
CC(C)CCn1c(CN2CCOCC2)nc2c1c(=O)n(C)c(=O)n2C,i,-12%,-4%,1%,-3%,VEEV TC-83 Vero 10K pilot screen=0.7
O=C(NNC(=O)c1sccc1-n1cccc1)c1ccc(Cl)cc1,0.4%,-2%,-2%,2%,0%,
CCOC(=O)c1sc(C)c2c1NC1(CCCCCC1)NC2=O,0.6%,4%,-1%,-5%,-3%,
COc1cccc2sc(Nc3nc(-c4ccccn4)cs3)nc12,u,6%,u,-1%,u,
COC(=O)c1ccc(Cn2nnc3c(=O)[nH]c(C4CCCN(S(=O)(=O)c5ccccc5)C4)nc32)cc1 (centres undefined),0.8%,-2%,10%,4%,9%,
O=S(=O)(Nc1ccc(OC(F)F)cc1)c1ccc(-c2ccon2)s1,2.5%,-6%,2%,-3%,9%,
CC1CC(OC(=O)CN2CCCCC2)CC(C)(C)C1 (centres undefined),x,x,5%,11%,2%,
